LAP4 TOR yeast – modulators of LAP4-GFP expression in yeast, primary screen, S. cerevisiae, multiplex flow cytometry, MLPCN library; 3 h; median GFP as percent of DMSO wells; GFP response vs DMSO, % at 10 µM; 0.34% of 320,000 active;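 active = GFP response vs DMSO above a set limit, about the screen mean plus 3 SD, cut at about 150% in these data; inconclusive = under 70 cell events counted for the yeast strain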
CR mimetic SO – reduction of superoxide in aged yeast, primary screen, HTS | S. cerevisiae aged cells, superoxide DHE fluorescence; active compounds read low | superoxide response (% of plate mean), % at 10 µM | 0.18% of 330,000 active | AID 2690, 2010;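 active = superoxide response under a set limit, about three screen SD below normal, cut at about 65% in these data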;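 also: yeast aged for seven days with compound at 30 °C before DHE staining; 100% = average MFI of all compound-treated wells on the plate with controls excluded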
MEP2 TOR yeast – modulators of MEP2-GFP levels in yeast, primary screen, S. cerevisiae, multiplex flow cytometry, MLPCN library. AID 2016, 2009. GFP response vs DMSO, % at 10 µM. S. cerevisiae MEP2-GFP strain, 3 h; 100% = DMSO control level. 0.51% of 330,000 active;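 active = GFP response versus DMSO above a set limit, roughly screen mean plus 3 SD, cut at about 180% in these data; inconclusive = fewer than 70 cells counted for a yeast strain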;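 also: median GFP fluorescence of the barcode-gated MEP2-GFP cells per well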
GRK2 inh – compounds blocking aptamer binding on GRK2 – biochemical, human GRK2, bead flow cytometry, HTS, primary screen. FAM-aptamer displacement from GRK2. inhibition of aptamer binding, % at 10 µM. 0.59% of 330,000 active;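 active = inhibition of aptamer binding above 40%, roughly 3 SD of noise, on plates passing a quality check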;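 also: median bead fluorescence of bound FAM aptamer so fluorescent compounds give negative values; no value below 0 was filed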
AGP1 TOR yeast – modulators of AGP1-GFP expression in yeast TOR pathway, primary screen, cell-based, multiplex flow cytometry, S. cerevisiae, MLPCN library. 3 h; GFP as percent of DMSO wells. GFP response vs DMSO, % at 10 µM. 0.02% of 320,000 active. AID 2066, 2009;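 active = GFP response relative to DMSO above a set limit, near screen average plus 3 SD, cut at about 150% in these data; inconclusive = fewer than 70 cells counted for the yeast strain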;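 also: median GFP channel fluorescence of the gated AGP1 strain per well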
RPL19A TOR yeast – RPL19A-GFP expression modulators in yeast, primary screen, cell-based, S. cerevisiae, multiplex flow cytometry, MLPCN; S. cerevisiae RPL19A-GFP strain, 3 h; active compounds read low; AID 2025, 2009; percent response vs DMSO, % at 10 µM; 0.3% of 330,000 active;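 active = percent response vs DMSO below 50%; inconclusive = fewer than 70 events counted for the yeast strain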;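 also: median channel GFP fluorescence of the barcoded RPL19A-GFP strain; ratio of sample median GFP to plate DMSO average so 100% = DMSO; lower means less RPL19A-GFP as with rapamycin TOR inhibition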
CIT2-GFP yeast – modulators of CIT2-GFP expression in yeast, primary screen, S. cerevisiae, GFP fusion, multiplex flow cytometry, MLPCN library; GFP response vs DMSO, % at 10 µM; S. cerevisiae CIT2-GFP strain, 3 h; 100 means same as DMSO wells; AID 2029, 2009; 0.065% of 320,000 active;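 active = GFP response relative to DMSO above a set limit, near the screen mean plus 3 SD, cut at about 150% in these data; inconclusive = Fewer than 70 cells measured for a yeast strain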;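 also: ratio of well median GFP fluorescence to mean of DMSO wells on the plate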
VLA-4 inh – inhibition in human VLA-4 binding assay, primary screen, VLA-4 allosteric modulator project, MLPCN library, flow cytometry, VLA-4 expressing cells; AID 2557, 2010; ligand binding flow cytometry; inhibition, % (about 7 µM as worked out from the volumes in the protocol); 0.2% of 330,000 active; in the data active = inhibition above about 50%
Target sequence (P13612 whole entry, looked up): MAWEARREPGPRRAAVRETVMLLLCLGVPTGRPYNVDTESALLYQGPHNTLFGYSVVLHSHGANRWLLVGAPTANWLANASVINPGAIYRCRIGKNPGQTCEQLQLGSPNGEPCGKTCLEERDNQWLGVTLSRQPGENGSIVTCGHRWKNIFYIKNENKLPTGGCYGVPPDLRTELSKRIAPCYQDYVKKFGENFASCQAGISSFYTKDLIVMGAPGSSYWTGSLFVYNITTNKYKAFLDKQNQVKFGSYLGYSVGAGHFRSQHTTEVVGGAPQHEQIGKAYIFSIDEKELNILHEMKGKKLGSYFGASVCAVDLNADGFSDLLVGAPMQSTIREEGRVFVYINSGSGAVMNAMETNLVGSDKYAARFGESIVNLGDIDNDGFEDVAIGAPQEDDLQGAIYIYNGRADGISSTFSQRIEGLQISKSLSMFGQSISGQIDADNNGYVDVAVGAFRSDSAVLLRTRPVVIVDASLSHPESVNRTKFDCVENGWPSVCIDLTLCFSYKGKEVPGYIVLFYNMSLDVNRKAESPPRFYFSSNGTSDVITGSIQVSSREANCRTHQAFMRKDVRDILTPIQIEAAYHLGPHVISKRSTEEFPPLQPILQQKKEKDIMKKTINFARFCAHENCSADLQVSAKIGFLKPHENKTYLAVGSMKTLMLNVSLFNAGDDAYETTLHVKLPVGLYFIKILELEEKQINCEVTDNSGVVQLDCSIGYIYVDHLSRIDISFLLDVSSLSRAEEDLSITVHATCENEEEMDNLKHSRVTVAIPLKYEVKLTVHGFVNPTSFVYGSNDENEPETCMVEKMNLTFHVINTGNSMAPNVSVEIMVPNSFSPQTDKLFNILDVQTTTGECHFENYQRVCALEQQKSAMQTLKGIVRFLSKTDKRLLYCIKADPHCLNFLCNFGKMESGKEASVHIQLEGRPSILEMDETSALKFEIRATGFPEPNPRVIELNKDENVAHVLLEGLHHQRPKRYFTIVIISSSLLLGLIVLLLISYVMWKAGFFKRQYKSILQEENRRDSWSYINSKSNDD
* marks the source's active call; other numbers are inactive results; ? = inconclusive; . = not tested or not shown; [ ] = dose if it differs, or a comment. Not a hit list (roughly 1.7% active in at least one column).

item | SMILES | LAP4 TOR yeast | CR mimetic SO | MEP2 TOR yeast | GRK2 inh
1 | CCOC(=O)/C=C/C(=O)Nc1ccccc1C(=O)NC1CCCCC1 | 92 | 95 | 102 | 3
2 | CCCCNS(=O)(=O)c1ccc2nc(-c3cccnc3)cc(C(=O)NC3CC3)c2c1 | 95 | 93 | 104 | 1
3 | CC(C)C(=O)Nc1ccc(C(=O)NNC(=S)NC(=O)c2ccccc2[N+](=O)[O-])cc1 | 103 | 110 | 110 | 3
4 | Cc1cc(C(=O)N/N=C2\CCCC(=O)C2)c(C)n1-c1ccccc1 | 101 | 106 | 100 | 0
5 | CCOc1nc(-c2ccccc2O)nc2ccccc12 | 95 | 133 | 93 | 0
6 | O=C1Cc2cc(S(=O)(=O)Nc3ccccc3Cl)cc3c2N1CCC3 | 95 | 101 | 104 | 4
7 | O=C(CCc1nnc(C2CCCCC2)o1)N1CCN(Cc2ccccc2)CC1 | 103 | 111 | 101 | 0
8 | O=C(NCc1ccccc1)c1csc2c1CCCC2 | 106 | 109 | 99 | 0
9 | O=C(O)c1cccc(Cn2c(Cl)c(/C=N/NC(=O)c3cccc(O)c3)sc2=O)c1 | 106 | 95 | 92 | 2
10 | Cc1cc(C(=O)CSc2nc3ccc(Cl)cc3[nH]2)c(C)n1Cc1ccco1 | 94 | 105 | 96 | 0
11 | CCC(=O)c1ccccc1OCCCCn1cncn1 | 85 | 89 | 101 | 2
12 | COc1ccccc1-c1noc2ncnc(Nc3cccc(C)c3C)c12 | 101 | 100 | 89 | 2
13 | O=C1NCN(c2ccccc2)C12CCN(c1nnnn1-c1ccccc1)CC2 | 93 | 100 | 96 | 2
14 | NS(=O)(=O)c1ccc(N2CCCCCC2)c([N+](=O)[O-])c1 | 93 | 106 | 91 | 2
15 | CC1Sc2ccc(S(=O)(=O)NCc3ccccc3)cc2NC1=O (stereo unspecified) | 88 | 84 | 106 | 2

item | AGP1 TOR yeast | RPL19A TOR yeast | CIT2-GFP yeast | VLA-4 inh
1 | 92 | 98 | 95 | 3
2 | 103 | 102 | 100 | -16
3 | 104 | 99 | 91 | 18
4 | 105 | 102 | 105 | -14
5 | 86 | 91 | 83 | 5
6 | 103 | 96 | 102 | -6
7 | 103 | 96 | 101 | 14
8 | 93 | 103 | 85 | 28
9 | 107 | 96 | 98 | -2
10 | 102 | 93 | 94 | 9
11 | 98 | 107 | 103 | 11
12 | 78 | 93 | 85 | 0
13 | 102 | 98 | 105 | -16
14 | 101 | 97 | 107 | 11
15 | 82 | 93 | 88 | -1

Next section.
item | SMILES | LAP4 TOR yeast | CR mimetic SO | MEP2 TOR yeast | GRK2 inh
16 | CCN1C=CC(=C2C(=O)c3ccccc3C2=O)C=C1 | 93 | 96 | 95 | 0
17 | CCC(C)NCC(=O)Nc1ccc(-c2nc3cc(NC(=O)CNC(C)CC)ccc3o2)cc1 (stereo unspecified) | 106 | 94 | 101 | 0
18 | CCc1c(C)nc(N)nc1Cl | 103 | 118 | 101 | 0
19 | COc1ccc2[nH]c3c(NCCCN4CCCC4=O)ncnc3c2c1 | 95 | 92 | 107 | 4
20 | CCOC(=O)c1[nH]c(C)c(C)c1C | 108 | 94 | 108 | 3
21 | COc1ccc(S(=O)(=O)Nc2cc(C)on2)cc1 | 97 | 93 | 102 | 0
22 | O=C(/C=C/c1ccccc1)NC(=S)NNC(=O)c1cnccn1 | 106 | 70 | 97 | 3
23 | CCOc1ccc2nc(NC(=S)NCc3ccccc3)sc2c1 | 101 | 98 | 104 | 0
24 | Cc1ccc(C2(C)NC(=O)N(CC(=O)Nc3ccc(-c4nc5ccc(C)cc5s4)cc3)C2=O)cc1 (stereo unspecified) | 99 | 94 | 96 | 0
25 | N#CC1c2ccccc2C=CN1C(=O)c1ccccc1 (stereo unspecified) | 101 | 107 | 98 | 8
26 | Cc1cc(C)c(O)c(-c2cc(C(=O)NCCc3ccc(S(N)(=O)=O)cc3)[nH]n2)c1 | 106 | 100 | 99 | 4
27 | CC1CCCCN1S(=O)(=O)c1ccc(NC(=O)CSc2nnnn2C)cc1 (stereo unspecified) | 96 | 89 | 96 | 1
28 | COc1cc(/C=N/NC(=O)COc2ccccc2C)ccc1OC(=O)c1cccs1 | 98 | 109 | 99 | 0
29 | O=C(CN1C(=O)NC2(CCCc3ccccc32)C1=O)c1ccc(F)c(F)c1 (stereo unspecified) | 98 | 88 | 112 | 0
30 | CCN1CCN(CCC(=O)Nc2ccccc2OC)CC1 | 102 | 97 | 104 | 0

item | AGP1 TOR yeast | RPL19A TOR yeast | CIT2-GFP yeast | VLA-4 inh
16 | 98 | 97 | 88 | 8
17 | . | 102 | 107 | -2
18 | 106 | 99 | 110 | 2
19 | 102 | 99 | 92 | 10
20 | 93 | 93 | 95 | 1
21 | 98 | 98 | 99 | 0
22 | 107 | 97 | 95 | -4
23 | . | 101 | 102 | -3
24 | 95 | 92 | 97 | 2
25 | 98 | 95 | 93 | -4
26 | 109 | 101 | 104 | 5
27 | 90 | 97 | . | 0
28 | 106 | 101 | 109 | 6
29 | 101 | 104 | 117 | 13
30 | 105 | 100 | 102 | 21

Later entries
item | SMILES | LAP4 TOR yeast | CR mimetic SO | MEP2 TOR yeast | GRK2 inh
31 | Cn1ccnc1SCC(=O)NCC(=O)Nc1ccc(F)c(F)c1F | 105 | 91 | 100 | 4
32 | O=C(Nc1ccc(Oc2ccc(Br)cc2)cc1)C1=CC=CN2CCS(=O)(=O)N=C12 | 95 | 91 | 99 | 0
33 | O=C(O)CSc1nc2c(cnn2-c2ccccc2)c(=O)n1-c1ccc(Br)cc1 | 123 | 87 | 110 | 1
34 | NC(=S)Cc1nc(-c2ccccc2)cs1 | 90 | 94 | 101 | 2
35 | Cc1cc(S(=O)(=O)N2CCOCC2)ccc1OCC(=O)NCCCn1ccnc1 | 92 | 97 | 102 | 0
36 | COc1ccc(NS(=O)(=O)c2ccc(N3CCOCC3)c(NC(=O)c3ccco3)c2)cc1 | 97 | 93 | 100 | 2
37 | O=C(c1ccc([N+](=O)[O-])cc1)N1CCc2ccccc2C1 | 100 | 117 | 102 | 0
38 | COc1cc(C2NC(=O)NC(c3ccccc3)=C2C(C)=O)cc([N+](=O)[O-])c1O (stereo unspecified) | 75 | 128 | 117 | 0
39 | c1ccc(-c2ccccc2OCCOCCN2CCOCC2)cc1 | 87 | 96 | 99 | 3
40 | O=C(CCC(=O)N1CCCCCC1)Nc1ccc([N+](=O)[O-])cc1 | 95 | 105 | 101 | 3
41 | CCC(=O)N1c2ccc(S(=O)(=O)CCC(=O)NCc3cccs3)cc2CC1C (stereo unspecified) | 89 | 91 | 91 | 0
42 | C=CCn1c(SCC(=O)Nc2ccc(NC(=O)c3ccco3)c(OC)c2)nnc1-c1ccncc1 | 94 | 105 | 95 | 3
43 | COc1ccc(CCNS(=O)(=O)c2ccc(-n3cnnn3)cc2)cc1OC | 92 | 97 | 99 | 1
44 | Cn1c(N)c(Sc2ccccc2[N+](=O)[O-])c(=O)n(C)c1=O | ? | 99 | ? | 2
45 | Cn1c(SCc2ccccc2)nnc1-c1ccc(O)cc1 | 100 | 89 | 109 | 0

item | AGP1 TOR yeast | RPL19A TOR yeast | CIT2-GFP yeast | VLA-4 inh
31 | 110 | 106 | 106 | 7
32 | 96 | 96 | 97 | -4
33 | 112 | 97 | 102 | 2
34 | 94 | 102 | 100 | -27
35 | 100 | 102 | 101 | -1
36 | 106 | 107 | 107 | -26
37 | 98 | 101 | 92 | -5
38 | 95 | 101 | 113 | -2
39 | 100 | 103 | 106 | 2
40 | 98 | 100 | 93 | -2
41 | 93 | 95 | 98 | -17
42 | 92 | 90 | 93 | -13
43 | 105 | 102 | 103 | -4
44 | ? | ? | 81[may fluoresce red] | 20
45 | 97 | 101 | 102 | 0

Other entries follow.
item | SMILES | LAP4 TOR yeast | CR mimetic SO | MEP2 TOR yeast | GRK2 inh
46 | COc1ccccc1C(=O)Nc1cccc(NC(=O)c2ccccc2C)c1 | 97 | 94 | 110 | 2
47 | COCc1ccc([C@@H]2C[C@H]3CN(Cc4ccccc4C)C(=O)[C@]34CCCN24)o1 | 91 | 105 | 101 | 4
48 | O=S(=O)(NCC1CCN(Cc2ccccc2)CC1)c1ccccc1C(F)(F)F | 103 | 83 | 99 | 0
49 | CCc1ccc(S(=O)(=O)NCc2csc(C)n2)cc1 | 91 | 96 | 107 | 2
50 | CCOc1ccccc1NS(=O)(=O)c1ccc2c(c1)N(C)CCO2 | 99 | 109 | 99 | 0
51 | Cc1ccccc1C(=O)Nc1ccc(S(=O)(=O)N2CCN(C)CC2)cc1 | 89 | 97 | 92 | 0
52 | OCCOc1ccc(CN2CCN(CCCc3ccccc3)C(CCO)C2)cc1 (stereo unspecified) | 106 | 98 | 115 | 0
53 | Cc1cccc(N2CCN(C(=O)c3ccccn3)CC2C)c1 (stereo unspecified) | 96 | 95 | 109 | 0
54 | Cc1ccc(S(=O)(=O)c2c(N)n(/N=C/c3ccco3)c3nc4ccccc4nc23)cc1 | 98 | 104 | 94 | 1
55 | Cc1onc(-c2ccccc2Cl)c1C(=O)NCCCN1CCOCC1 | 109 | 94 | 113 | 0
56 | O=C(c1cccnc1)N1CCN(Cc2ccccc2Br)CC1 | 97 | 89 | 97 | 0
57 | O=C(N/N=C\c1cc(Cl)ccc1O)c1ccc(S(=O)(=O)N2CCCCC2)cc1 | 86 | 94 | 104 | 0

item | AGP1 TOR yeast | RPL19A TOR yeast | CIT2-GFP yeast | VLA-4 inh
46 | 100 | 104 | 100 | -2
47 | 99 | 97 | 99 | 4
48 | 106 | 104 | 105 | 0
49 | 95 | 101 | 94 | -13
50 | 97 | 98 | 93 | 1
51 | . | 89 | 93 | 5
52 | 90 | 92 | 103 | 7
53 | 97 | 105 | 101 | 7
54 | 87 | 93 | . | 31
55 | 111 | 103 | 115 | 9
56 | 101 | 101 | 101 | -1
57 | 94 | 101 | 99 | -10

Gathered by group, the entries above with a COOH group.
item | SMILES | LAP4 TOR yeast | CR mimetic SO | MEP2 TOR yeast | GRK2 inh
9 | O=C(O)c1cccc(Cn2c(Cl)c(/C=N/NC(=O)c3cccc(O)c3)sc2=O)c1 | 106 | 95 | 92 | 2
33 | O=C(O)CSc1nc2c(cnn2-c2ccccc2)c(=O)n1-c1ccc(Br)cc1 | 123 | 87 | 110 | 1

item | AGP1 TOR yeast | RPL19A TOR yeast | CIT2-GFP yeast | VLA-4 inh
9 | 107 | 96 | 98 | -2
33 | 112 | 97 | 102 | 2

An excerpt from above in order of their number in AGP1 TOR yeast, high to low.
no. | canonical_smiles | AGP1 TOR yeast
2 | CCCCNS(=O)(=O)c1ccc2nc(-c3cccnc3)cc(C(=O)NC3CC3)c2c1 | 103
13 | O=C1NCN(c2ccccc2)C12CCN(c1nnnn1-c1ccccc1)CC2 | 102
14 | NS(=O)(=O)c1ccc(N2CCCCCC2)c([N+](=O)[O-])c1 | 101
45 | Cn1c(SCc2ccccc2)nnc1-c1ccc(O)cc1 | 97
1 | CCOC(=O)/C=C/C(=O)Nc1ccccc1C(=O)NC1CCCCC1 | 92

Bioassay records (PubChem)
